Compound activity as filed in PubChem BioAssay.
Diaphorase act – compounds boosting diaphorase resazurin reduction – biochemical, uHTS, resorufin fluorescence, counter-screen for diaphorase-coupled primary assays, primary screen | AID 1229, 2008 | activation factor at 20 µM | 190,000 compounds, 0.005% hits | Diaphorase/resazurin coupled assay, 16 min; stronger effect = higher value; 1 = vehicle wells, 0 = NADH-free wells;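 active means diaphorase activity raised at least twofold by the compound at 20 µM; inactive means activation factor below 2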
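test system = bacterial diaphorase enzyme (C. kluyveri) | quantity = enzyme 0.07 U/mL final | reagent = NADH substrate 0.114 mM plus resazurin dye 0.1 mM, final | incubation = 16 min enzyme reaction, ambient temperature | buffer or medium = HEPES pH 7.4 buffer with MgCl2 and Tween 20 | signal = fluorescence of resorufin, 544 nm excitation, 590 nm emission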
Hsp70 activator – Hsp70 transcriptional activators, primary screen, cell-based, HeLa, Hsp70 promoter luciferase, luminescence, 10 µM; activation, % at 10 µM; 200,000 compounds, 0.04% hits; HeLa Hsp70 promoter luciferase reporter; scaled: vehicle 0, proteasome-inhibitor control 100%; AID 1203, 2008;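 active means activation above the mean across all tested compounds plus 3 SD, cutoff set per campaign, cut at about 5.5% in these data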;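 further: 100% = MG132 at 30 µM as the positive control and 0% = DMSO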
STAT3 act – IL-6 driven STAT3 reporter potentiators, primary screen, U3A cells, luciferase, luminescence, MLSCN library; 190,000 compounds, 0.91% hits; activation (% of control), % at 5.6 µM; IL-6 STAT3-luciferase reporter; 100% = signal with IL-6 EC80 alone; AID 871, 2007;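 active means activation above the screen-wide mean of compound activation plus 3 SD, cut at about 130% in these data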;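 further: 0% = background luminescence of wells with medium and substrate only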
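system = STAT3-luciferase reporter U3A cells | reagent = IL-6 stimulus at 33 ng/mL final | timing = 1 h compound pre-exposure, 6 h IL-6 stimulation, 37 °C | measured by = luminescence | evaluation = % activation versus median of IL-6-stimulated wells | control set = IL-6-only wells as 100% reference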
Diaph inh CS – diaphorase inhibitors and chemical oxidizers, primary screen, counter-screen for diaphorase-coupled primary assays, biochemical, uHTS, resorufin fluorescence. diaphorase resazurin-to-resorufin fluorescence, NADH, 16 min; bacterial (C. kluyveri) enzyme, not human. 190,000 compounds, 0.69% hits. inhibition, % at 20 µM;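 active means primary screen inhibition at 20 µM above a set limit, cut at about 50% in these data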;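 further: plate controls were DMSO with full reaction for no effect and wells lacking NADH for full effect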
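Assay system: diaphorase enzyme from Clostridium kluyveri. Quantity: enzyme working solution with 0.14 U/mL diaphorase. Schedule: reaction incubation of 16 min at room temperature. Technique: resorufin fluorescence, excitation 544 nm, emission 590 nm. Controls: No-NADH positive control and DMSO neutral control.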
APP 5UTR inh – inhibitors of APP translation via 5'UTR reporter, primary screen, APP 5'UTR luciferase, SH-SY5Y cells; SH-SY5Y APP 5'UTR-luciferase reporter, luminescence; inhibition, % at 2 µM; 190,000 compounds, 0.82% hits; AID 1285, 2008;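 active means inhibition above a set limit, derived from the sample mean plus 3 SD, cut at about 45% in these data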; further: values of inactives mirror those of a sister screen read the other way
STAT1 inh – STAT1 signaling inhibitors, primary screen, cell-based, HTS, luciferase reporter. inhibition, % at 5.5 µM. 200,000 compounds, 0.35% hits. AID 920, 2007. NIH 3T3 STAT1-luciferase reporter, IFN-gamma, luminescence;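 active means inhibition above a set limit, the mean inhibition across all tested compounds plus 3 SD, cut at about 34% in these data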;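 further: 0% = IFN-gamma with DMSO and 100% = IFN-gamma with 300 µM nifuroxazide; values of inactives mirror those of a sister screen read the other way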
STAT1 act – STAT1 signaling activators, primary screen, cell-based, HTS, luciferase reporter; NIH 3T3 STAT1-luciferase reporter, IFN-gamma, luminescence; 100% = IFN-gamma alone, no compound; activation (% of control), % at 5.5 µM; 200,000 compounds, 2.6% hits;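 active means activation above the screen-wide mean activation plus 3 SD, cut at about 130% in these data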;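 further: raw ratio to IFN-gamma control signal so 100% means no change and 0% no light; values of inactives mirror those of a sister screen read the other way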
G6PDH counter – L. mesenteroides G6PDH inhibitors, counter-screen for G6PDH-coupled screening assays, biochemical, Leuconostoc mesenteroides enzyme | glucose-6-phosphate dehydrogenase [Leuconostoc mesenteroides] | Purified L. mesenteroides G6PDH, diaphorase/resazurin coupled fluorescence, 45 min | inhibition, % at 5 µM | 200,000 compounds, 0.12% hits; in the data active means inhibition above about 50%
STAT3 inh – IL-6 driven STAT3 reporter inhibitors, primary screen, U3A cells, luciferase, luminescence, MLSCN library; IL-6 STAT3-luciferase reporter; host cell line lacks STAT1; AID 862, 2007; 190,000 compounds, 0.89% hits; inhibition, % at 5.5 µM;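 active means inhibition above the mean inhibition across all screened compounds plus 3 SD, cut at about 44% in these data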;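 further: 0% = DMSO only wells and 100% = 100 µM nifuroxazide control wells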
TLR4-MyD88 BLA – inhibitors of TLR4-MyD88 association in cells, primary screen, cell-based, HeLa CL3-4, BLA complementation, FRET ratio. Toll-like receptor 4 (Homo sapiens) + Myeloid differentiation primary response protein …. HeLa CL3-4 TLR4/MyD88 BLA complementation. inhibition, % at 8.4 µM. 200,000 compounds, 0.18% hits; in the data active means inhibition above about 25%;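 further: 0% = vehicle and 100% = reference inhibitor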
Target sequence (O00206 whole entry, looked up): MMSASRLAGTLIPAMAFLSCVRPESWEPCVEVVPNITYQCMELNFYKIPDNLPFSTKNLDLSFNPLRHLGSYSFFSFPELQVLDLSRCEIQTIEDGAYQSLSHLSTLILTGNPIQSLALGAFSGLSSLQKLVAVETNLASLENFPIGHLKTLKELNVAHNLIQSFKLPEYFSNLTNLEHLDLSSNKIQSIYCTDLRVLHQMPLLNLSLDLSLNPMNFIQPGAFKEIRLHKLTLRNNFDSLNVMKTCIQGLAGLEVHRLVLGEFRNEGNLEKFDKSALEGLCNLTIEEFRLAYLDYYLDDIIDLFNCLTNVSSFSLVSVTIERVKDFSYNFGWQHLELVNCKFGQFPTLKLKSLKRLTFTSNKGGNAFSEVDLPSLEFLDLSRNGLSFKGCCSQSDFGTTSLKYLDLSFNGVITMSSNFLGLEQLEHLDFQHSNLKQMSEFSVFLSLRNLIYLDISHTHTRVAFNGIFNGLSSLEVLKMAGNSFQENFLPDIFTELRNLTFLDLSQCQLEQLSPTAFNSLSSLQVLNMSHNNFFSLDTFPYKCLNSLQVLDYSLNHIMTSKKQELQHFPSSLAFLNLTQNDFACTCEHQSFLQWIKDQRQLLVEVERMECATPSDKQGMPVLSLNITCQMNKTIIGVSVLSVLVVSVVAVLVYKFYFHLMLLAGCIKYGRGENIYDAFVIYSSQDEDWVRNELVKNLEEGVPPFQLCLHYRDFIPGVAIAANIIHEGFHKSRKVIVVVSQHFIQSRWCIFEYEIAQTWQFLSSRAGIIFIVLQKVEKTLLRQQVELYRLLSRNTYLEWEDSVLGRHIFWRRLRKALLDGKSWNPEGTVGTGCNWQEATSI
Target sequence (Q99836 whole entry, looked up): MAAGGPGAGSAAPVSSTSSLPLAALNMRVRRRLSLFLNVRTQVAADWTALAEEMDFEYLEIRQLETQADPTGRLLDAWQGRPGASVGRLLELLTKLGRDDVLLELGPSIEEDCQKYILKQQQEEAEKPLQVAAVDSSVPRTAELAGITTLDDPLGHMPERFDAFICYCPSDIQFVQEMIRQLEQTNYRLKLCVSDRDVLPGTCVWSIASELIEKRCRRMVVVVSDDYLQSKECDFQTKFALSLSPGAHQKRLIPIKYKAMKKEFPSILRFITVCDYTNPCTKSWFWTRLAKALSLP
Active calls of the source: *; x = not tested or not shown.

smiles,Diaphorase act,STAT3 act,STAT3 inh,G6PDH counter,Hsp70 activator,TLR4-MyD88 BLA,APP 5UTR inh,Diaph inh CS,STAT1 act,STAT1 inh
CCOc1ccccc1NC(=O)C1CCN(S(=O)(=O)c2ccc(OC)c(OC)c2)CC1,0.8,109,-7,14,-0.3,-1,-8,21,101,-1
O=C(CN1CCCc2ccccc21)NC(=O)NC1CCCCC1,1.1,115,-6,1,-0.1,-4,-14,-10,96,3
Nc1nc(SCC(=O)N2CCc3ccccc32)[nH]c(=O)c1-c1ccccc1,1,100,3,-3,-0.3,5,15,0,93,8
Cc1c(C(=O)O)cccc1N1C(=O)Nc2ccccc2N1O,0.8,96,3,-2,-0.2,-15,-2,19,105,-6
CCOC(=O)c1nc(S(C)(=O)=O)ncc1Cl,0.8,97,11,10,-0.4,14,-2,16,89,12
O=C(CSc1nc2ccccc2o1)N1c2ccccc2Sc2ccccc21,0.8,100,-3,-17,-0.3,10,-28,16,97,3
O=C(NCCc1ccccc1)/C(=C/c1ccco1)c1ccccc1,0.9,103,1,22,-0.5,-2,3,15,105,-5
C=CSc1sc(Cl)c(N(CC)CC)c1[N+](=O)[O-],0.9,96,9,6,-0.2,3,-24,8,90,9

Two compounds from above, reduced to Diaphorase act.
smiles,Diaphorase act
O=C(CN1CCCc2ccccc21)NC(=O)NC1CCCCC1,1.1
Nc1nc(SCC(=O)N2CCc3ccccc32)[nH]c(=O)c1-c1ccccc1,1

Continuation:
smiles,Diaphorase act,STAT3 act,STAT3 inh,G6PDH counter,Hsp70 activator,TLR4-MyD88 BLA,APP 5UTR inh,Diaph inh CS,STAT1 act,STAT1 inh
O=C(O)c1cc(NCc2ccccc2C(F)(F)F)ccc1N1CCOCC1,0.9,96,6,2,-0.3,-1,-5,12,101,-1
COc1cc(C(=O)NCCc2c[nH]c3ccccc23)ccc1OCc1c(C)noc1C,1,107,-6,-6,-0.2,-5,-5,3,102,-3
COC(=O)CCc1c(C)nn(-c2ccccc2)c1C,0.9,104,-1,8,0.0,5,-6,6,101,-1
CCOc1ccc(C(=O)Nc2cc(=O)n(C)c(=O)n2C)cc1,x,96,10,x,-0.2,8,-1,x,96,4
Cc1cc(C)nc(Nc2nc(C)c3cc4c(cc3n2)OCO4)n1,0.9,98,7,-7,-0.3,-12,-13,9,104,-5
COC(=O)c1cn(NC(=O)c2ccc(OC)c(OC)c2)c(=O)c2ccccc12,0.9,101,4,31,-0.1,-18,1,14,92,8
N#Cc1nc(COc2ccc(F)cc2)oc1N1CCCC1,0.9,90,16,10,-0.1,9,7,6,101,-1
CC1CC(=O)N(C)c2ccc([N+](=O)[O-])cc2N1 (centres undefined),0.8,93,6,7,0.1,-16,7,15,95,5
COc1ccc(-c2cnc3ncnn3c2N)cc1,0.9,101,5,14,-0.3,11,-19,14,101,-3
O=C(Cc1csc(N2CCOCC2)n1)N/N=C/c1ccc(F)cc1,0.8,100,1,-1,-0.2,-3,1,24,90,10
Cc1cc(Br)ccc1OCCNCc1ccccc1,0.9,105,1,7,-0.1,0,18,5,100,-2
C=CC1C(N2CCOCC2)C(C)(C)S1(=O)=O (centres undefined),0.8,98,7,1,-0.2,-6,-1,16,99,-1
CC(C)[C@H](N)c1nnc(SC/C=C/c2ccccc2)o1,1,100,4,3,-0.1,-14,-6,3,100,-1
COc1cc2c(cc1OC)C(C(=O)N1CCN(c3ccccn3)CC1)C(c1cccs1)N(C)C2=O (centres undefined),1,100,3,6,-0.4,1,-11,4,96,4
Cc1ccc(C(=O)NN(CCC#N)C2=NS(=O)(=O)c3ccccc32)cc1,x,104,-3,15,-0.3,-1,-1,x,103,-5
CC(=O)NC1(c2ccccc2)CCN(CC(=O)N2CCC(C)CC2)CC1,0.9,102,3,13,0.2,-4,1,13,97,1
Cc1ccc(S(=O)(=O)N2CCC(=O)N(C(COC(=O)Nc3ccccc3)Cc3ccccc3)CC2)cc1 (centres undefined),0.8,102,-5,4,-0.4,-7,-33,19,102,-2
Cn1cc(-c2nnnn2-c2ccc(Cl)cc2)c(=O)c2ccccc21,0.9,97,4,29,-0.3,-9,-7,8,97,4
N#CC(Sc1ccccn1)c1ccc(Cl)cc1Cl (centres undefined),0.9,93,10,2,-0.3,7,-6,11,74,28
CCn1c(SCC(=O)Nc2cc(C)on2)nc2c(c1=O)SC(C)C2 (centres undefined),0.8,107,-5,-18,0.3,-12,25,22,94,6
COc1ccc(-c2c(-c3ccc(O)cc3O)n[nH]c2C)cc1OC,0.8,100,-3,20,-0.2,9,2,16,102,-3
CCc1nn2c(N)c(/C=C3\C=Nc4ccccc43)c(=O)nc2s1,0.8,90,14,4,-0.5,9,-10,22,95,6
COc1cccc(C2C(C(=O)c3ccc(C)o3)=C(O)C(=O)N2CCCN(C)C)c1 (centres undefined),x,104,0,x,-0.2,-8,1,x,100,0
COc1ccc(Nc2nccc3c2nnn3C)cc1,0.9,80,25,5,-0.1,20,-137,9,154*,-59
Cc1ccc(NC(=O)CCn2cccc2)cc1,1,103,-6,4,-0.4,3,-6,4,110,-11
CCOC(=O)c1cc(-c2ccccc2)sc1NC(=O)CN1C(=O)NC(CC)(c2ccc(F)cc2)C1=O (centres undefined),0.8,84,19,-6,-0.1,-8,-12,23,99,1
Cc1ccc(C)c(SCC(=O)OCC(=O)c2ccco2)c1,0.8,105,-2,0,-0.1,-1,0,16,100,0
c1nnc(NC2=NCCCCC2)s1,0.9,101,2,-15,0.0,1,5,12,107,-7
Cc1cc2occ(CC(=O)OCC(=O)Nc3sc4c(c3C#N)CCC(C)C4)c2cc1C (centres undefined),0.7,102,2,0,-0.5,-6,11,26,104,-4
CCOc1ccc(C(N)=O)cc1OC,0.9,102,1,-16,-0.3,-3,-17,11,102,-3
CCOC(=O)c1ccccc1NC(=O)Cn1c(=O)n(Cc2ccccc2)c(=O)c2c(C)c(C)sc21,0.9,107,-4,-11,-0.2,11,0,14,108,-9
O=C(O)C1C2C=CC(O2)C1C(=O)NCc1ccccc1Br (centres undefined),0.9,94,9,7,0.1,0,-3,10,96,5
C=CCNC(=O)c1cc(=O)c2ccccc2o1,0.9,100,6,3,-0.4,1,-5,11,90,11
CCOC(=O)CC1=C(C(=O)OCC)C(c2cc(OC)c(OC)cc2OC)C(C#N)=C(N)O1 (centres undefined),0.7,97,9,-16,0.3,-11,-11,27,100,0
Cc1cccc(NC(=O)c2ccc([N+](=O)[O-])o2)c1C,1,74,36,2,0.5,4,5,2,102,-5
CCOC(=O)CNC(=O)CSc1nnc(NC(=O)c2ccc(C)cc2)s1,1,39,72*,3,-0.3,-13,-37,0,44,59*
Cn1c(=O)c2c(ncn2Cc2ccc(Cl)c(Cl)c2)n(C)c1=O,0.9,67,40,4,-0.2,-1,10,9,83,23
COc1ccc(N2CCN(CC(=O)Nc3cccc(S(=O)(=O)N4CCOCC4)c3)CC2)cc1,0.8,91,14,-8,-0.3,11,-1,16,97,3
CC(C)(C)c1ccccc1OCCOCCN1CCCCCC1,0.9,97,12,5,-0.3,-12,-6,10,105,-7
CCOC(=O)c1sc(NC(=O)COC(=O)CNC(=O)c2ccco2)c(C(=O)OCC)c1C,0.8,88,15,-3,-0.4,8,-6,21,104,-5
Cc1cc(C)n(-c2nc3ccccc3nc2N2CCN(C(=O)c3ccccc3)CC2)n1,0.9,97,7,-2,-0.4,14,6,7,91,10
CC(=O)c1ccc(N2CCCCC2)c(F)c1,1,96,8,16,-0.2,3,-4,-5,107,-10
COc1ccc(OC)c(CNC(=O)Cc2c(C(=O)O)[nH]c3ccccc23)c1,0.9,102,3,0,-0.3,-2,-6,15,102,-3
CCc1nnc(NC(=O)CSc2nnc(-c3ccncc3)n2C)s1,0.9,109,-9,3,-0.3,4,4,7,102,-2
COc1ccc(OC)c(/C=N/NC(=O)CCc2n[nH]c(=O)[nH]c2=O)c1,1,105,3,13,0.4,-6,-5,-1,102,-2
